# Bioassay records as filed in PubChem BioAssay.
# TTR transcr act – activators of transthyretin transcription; SH-SY5Y TTR promoter Gaussia luciferase, luminescence; 100% = recombinant luciferase protein wells; activation, % at 16.7 µM; 92,000 compounds, 1.3% hits; AID 1117267;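 active means activation above the mean of all tested compounds plus 3 SD, cut at about 9.5% in these data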;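 further: cells exposed to compounds for one day before reading; 0% = median of all test compound wells on the plate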
# * hit, by the source's call.
SMILES,TTR transcr act
O=C(CN1C(=O)CSC1=O)N1CCCC(Nc2ccc(F)cc2)C1 (stereo unspecified),3.7
NC(N)=NS(=O)(=O)c1ccc(NC(=S)NC(=O)Cc2ccc(Cl)cc2)cc1,-0.3
CCc1ccccc1N1C(=O)C2CC=CCC2C1=O (stereo unspecified),-0.5
CCSc1nnc(NC(=O)CSc2nnc(C)c(=O)n2N)s1,0.1
Fc1ccc(-c2[nH]ncc2CN(CC2CCC2)CC2CCCO2)c(F)c1 (stereo unspecified),2.4
COc1ccc(C2/C=C\CN(C(=O)C3CCCC3)[C@H](Cc3ccccc3)C(=O)N2Cc2ccc(F)cc2)cc1 (stereo partly specified),-3.2
CCOc1ccccc1N1CCN(C(=S)NCc2ccc(Cl)cc2)CC1,3.5
CC1CCN(CC(O)COCCC23CC4CC(CC(C4)C2)C3)CC1 (stereo unspecified),1.4
O=C(NNC(=S)Nc1ccc(Br)cc1)c1cccnc1,-2.5
Cc1ccc(-c2cccc(NC(=O)C3C4C=CC(C4)C3C(=O)O)c2)o1 (stereo unspecified),1.7
Cn1cnnc1Sc1ccc(C(=O)OCC(=O)Nc2ccccc2)cc1[N+](=O)[O-],1.6
Cn1ncc(C#N)c1/N=C/N1CCCC1,2.2
CCOC(=O)C1CCN(S(=O)(=O)c2ccc3c(c2)CC(C)N3C(=O)C2CCC2)CC1 (stereo unspecified),-2.5
Cc1nc2nc(CSc3nnc(C)s3)cc(=O)n2[nH]1,2.5
C/C(NCCc1ccccc1)=C1/CCOC1=O,0.0

# The last six entries of the part above are carried over, then new ones follow:
SMILES,TTR transcr act
Cc1ccc(-c2cccc(NC(=O)C3C4C=CC(C4)C3C(=O)O)c2)o1 (stereo unspecified),1.7
Cn1cnnc1Sc1ccc(C(=O)OCC(=O)Nc2ccccc2)cc1[N+](=O)[O-],1.6
Cn1ncc(C#N)c1/N=C/N1CCCC1,2.2
CCOC(=O)C1CCN(S(=O)(=O)c2ccc3c(c2)CC(C)N3C(=O)C2CCC2)CC1 (stereo unspecified),-2.5
Cc1nc2nc(CSc3nnc(C)s3)cc(=O)n2[nH]1,2.5
C/C(NCCc1ccccc1)=C1/CCOC1=O,0.0
Cc1nc2ccc(NS(=O)(=O)c3ccc(F)c(C)c3)cc2[nH]1,-2.7
C#CCOCCOCCOCCNc1nc(N2CCN(C(=O)[C@H]([C@@H](C)CC)n3cc([C@@H](N)Cc4ccc(O)cc4)nn3)CC2)nc(N2CCN(C(=O)[C@H]([C@@H](C)CC)n3cc([C@@H](N)Cc4ccc(O)cc4)nn3)CC2)n1,5.4
Cc1cccc(C(=O)NC2CCN(S(=O)(=O)c3ccccc3)CC2)c1,-0.8
COc1cccc(CNc2ccc(S(N)(=O)=O)cc2)c1OCc1ccccc1F,-2.4
CSc1nc2ccccc2n1CC(=O)Nc1ccc(C)c(C)c1,0.4
Cc1cc(NC(=O)Cn2c(=O)c3c(ncn3CCC(C)C)n(Cc3ccccc3)c2=O)no1,-1.8
CC(C)CCNC(=O)COC(=O)c1ccc(Br)o1,0.8
O=C(OCC#CCSc1nnc(-c2cccc3ccccc23)o1)C1CC1,-0.2
CC(O)(c1cccc(F)c1)c1nc(-c2cccc(C#N)c2)cs1 (stereo unspecified),0.3
Cc1ccc(-n2c(SCC(=O)N3CCCCC3)nc(O)cc2=O)cc1,-1.1
CCc1ccc(NS(=O)(=O)c2ccc3oc(=O)ccc3c2)cc1,-1.9
COCCCNC(=S)N/N=C/c1cccc(OC)c1O,-1.7
N#CCOc1nc(N2CCCCC2)nc(N2CCCCC2)n1,-1.9
COC(=O)C[C@@H]1CC[C@H](NC(=O)c2cnccn2)[C@@H](CO)O1,-0.6
COc1cc(C2Nc3cccc4cccc(c34)N2)cc(OC)c1OC(C)=O,-0.9
Cc1cccn2c(=O)c3cc(C(=O)NCCN4CCOCC4)c(=N)n(CCCN4CCOCC4)c3nc12,-1.6
c1ccc2c(-c3ccc4nncn4c3)cncc2c1,2.6
CSc1ccc(CNc2cccc3ccccc23)cc1,2.7
CC(C)OCCCn1c(=NC(=O)c2ccncc2)c(C#N)cc2c(=O)n3ccccc3nc21,-0.5
S=C(NCCCn1ccnc1)Nc1ccc(Cl)cc1Cl,0.3
C[C@H](CO)N1C[C@H](C)[C@@H](CN(C)CC2CCCCC2)Oc2c(NC(=O)C3CC3)cccc2C1=O,-2.0
CC(c1ccccc1)n1c(-c2ccccc2F)n[nH]c1=S (stereo unspecified),2.4
COc1ccc(C(=O)Nn2cnnc2)cc1OC,-0.7
COc1cc(C(=O)NNC(=O)Cc2ccc(S(=O)(=O)N3CCOCC3)s2)cc(OC)c1OC,-0.4
CCc1nnc(NC(=O)CSc2nc3c([nH]c4ccccc43)c(=O)n2CCOC)s1,3.3
O=C(CN1CCC(O)(c2ccc3c(c2)OCO3)CC1)NC1CCCCC1,0.3
COc1ccccc1CNc1nc(Oc2cccc(F)c2)c2sccc2n1,-0.5
CC(C)C[C@@H](CNCC(=O)[C@H](CC(C)C)NC(=O)c1[nH]cnc1C(=O)N[C@@H](C)CN)NC(=O)c1nc[nH]c1C(=O)N[C@@H](Cc1ccccc1)C(=O)O,0.2
CC(=O)Nc1cc2c(cc1[N+](=O)[O-])OCCO2,1.5
CCSc1nnc([C@@H](NC(=O)OC(C)(C)C)C(C)C)o1,-0.4
CCOC(=O)N1CCN(c2ncnc3nc[nH]c23)CC1,4.8
COc1ccc(/C(C)=N/NC(=O)c2cc(C)[nH]n2)c(OC)c1,-0.6
CCCc1sc(N/N=C/c2ccccn2)nc1-c1ccc(Br)cc1,-0.3
COc1ccc2c(c1)[C@H]1[C@H](CO2)[C@H](c2ccccc2)[C@]2(C)C(=O)Nc3ccc(Cl)cc3C(=O)N12,-3.5
O=C(CC(=O)c1ccccc1)Nc1cc([N+](=O)[O-])ccc1Cl,2.7
Cc1ccc(-c2cc(C(=O)OCC(=O)N(C)C3CCS(=O)(=O)C3)c3ccccc3n2)o1 (stereo unspecified),-1.0
COc1ccc(NC(=O)c2cccc3c2C(=O)c2ccc(-c4ccc(F)cc4OCc4ccccc4)cc2S3(=O)=O)cc1,-2.9
Cc1cc(CNCc2cn(C)nc2-c2ccc(Oc3ccccc3)cc2)on1,2.4
Cc1cccc(NC(=O)CS(=O)(=O)c2cn(C)c3ccccc23)c1,0.3
CN(C)C(=O)c1ccc2c3c(cccc13)CC2,-2.5
CCOC(=O)C1(C)CCCCCN1C(=O)c1ccccc1F (stereo unspecified),-0.6
Fc1ccc(N2CCN(c3ncnc4nc[nH]c34)CC2)cc1,-1.2
COc1ccc(/C(C)=N\O)cc1OC,1.5
COc1ccccc1NC(=O)C1=C(C)Nc2ncnn2C1c1cccs1 (stereo unspecified),2.2
COc1ccc(C/C(N)=N/OC(=O)COc2ccccc2C)cc1,-2.3

# As a working copy, part of the list above.
SMILES,TTR transcr act
O=C(CN1C(=O)CSC1=O)N1CCCC(Nc2ccc(F)cc2)C1 (stereo unspecified),3.7
NC(N)=NS(=O)(=O)c1ccc(NC(=S)NC(=O)Cc2ccc(Cl)cc2)cc1,-0.3
CCc1ccccc1N1C(=O)C2CC=CCC2C1=O (stereo unspecified),-0.5
CCSc1nnc(NC(=O)CSc2nnc(C)c(=O)n2N)s1,0.1
Fc1ccc(-c2[nH]ncc2CN(CC2CCC2)CC2CCCO2)c(F)c1 (stereo unspecified),2.4
COc1ccc(C2/C=C\CN(C(=O)C3CCCC3)[C@H](Cc3ccccc3)C(=O)N2Cc2ccc(F)cc2)cc1 (stereo partly specified),-3.2
CCOc1ccccc1N1CCN(C(=S)NCc2ccc(Cl)cc2)CC1,3.5

# (cont.)
SMILES,TTR transcr act
CC1CCN(S(=O)(=O)c2ccc(NC(=O)c3ccccc3F)cc2)CC1,2.2
COc1ccc(CN2CCN(C(=O)c3cccc4ccccc34)CC2)cc1Br,2.0
CCOc1ccc(NC(=O)c2ccco2)cc1S(=O)(=O)N1CCCC1,-0.8
CC[C@H](C)[C@H]1CNC(=S)N1CC1CCN(CCCCc2ccccc2)CC1,0.0
COC(=O)c1ccc(C2C(Oc3ccc(OC)cc3)C(=O)N2CCc2ccc(F)cc2)cc1 (stereo unspecified),4.2
CCn1c(CCCOc2ccc(Cl)cc2Cl)nnc1SCC(=O)Nc1cccc(F)c1,0.6
CC(C)(C)c1ccc(C(=O)NNC(=O)CCc2ccccc2)cc1,1.6
CC(C)CCN1C(=O)COc2ccccc2C1c1nnnn1-c1ccc2c(c1)OCCO2 (stereo unspecified),2.5
COc1ccc(C(=O)C2CCCN(S(=O)(=O)c3ccc(C(C)=O)cc3)C2)c(C)c1 (stereo unspecified),-1.8
COc1ccc(S(=O)(=O)NC(CC(=O)NCc2ccco2)c2ccco2)cc1 (stereo unspecified),-1.0
CCOC(=O)c1cn[nH]c1NC(=S)Nc1ccccc1,0.6
O=c1[nH]c(N2CCOCC2)nc2ccccc12,0.3
COC(=O)c1ccc(N2CCN(C(=O)c3ccccc3)CC2)c(NC(C)=O)c1,-1.1
O=C(COC(=O)CSc1ccc([N+](=O)[O-])cc1)NCC1CCCO1 (stereo unspecified),-1.3
O=C(NCc1ccc2c(c1)OCO2)c1ccc(CS(=O)(=O)Cc2cccc(Cl)c2)o1,-0.7
O=[N+]([O-])c1cc(Cl)ccc1Sc1ccccn1,0.4
O=C(CSc1nnc(-c2ccncc2)n1Cc1ccco1)Nc1ccccc1F,-0.9
CCC(C)NC(=O)c1c(N)n(/N=C/c2ccccn2)c2nc3ccccc3nc12 (stereo unspecified),-0.7
CN(C)c1nc(Oc2ccc(=O)[nH]n2)nc(N2CCOCC2)n1,0.1
CCOC(=O)c1[nH]c2cc3c(cc2c1NC(=O)CN1CCCC1)OCO3,0.2
C[C@H](NC(=O)OC(C)(C)C)C(=O)NCC1CCC(C(=O)O)CC1 (stereo partly specified),2.5
COc1cc(C=O)ccc1OCCCCOc1ccccc1[N+](=O)[O-],0.8
Cc1n[nH]c(C)c1CN(C)C(=O)C1CCC(=O)N(CC2CCCCC2)C1 (stereo unspecified),-0.8
C[C@@H]1CN([C@@H](C)CO)C(=O)c2cc(NC(=O)c3ccccc3)ccc2O[C@@H](C)CCCCO[C@@H]1CN(C)Cc1ccc(C(F)(F)F)cc1,-2.4
Cc1nn(C)c(C)c1S(=O)(=O)N1CCC(C(=O)NC(C)c2ccccc2)CC1 (stereo unspecified),4.4
CC(C)CN(C(=O)COC(=O)C12CC3CC(CC(O)(C3)C1)C2)c1c(N)n(Cc2ccccc2)c(=O)[nH]c1=O,0.8
CC(=O)N1Cc2cc(C(=O)NCC(F)(F)F)nc(-c3cccc(-c4cc5ccccc5o4)c3)c2[C@H]1CCO,-0.9
Cc1ccc(Cc2c(-c3ccccc3)nc3cc(C)c(Br)c(C)n23)cc1,12*
CC(C)(C)c1ccc(OCCC(=O)OCC(=O)NCc2ccccc2)cc1,2.3
CCCCCCC1CC(CCC(=O)Nc2ccc([N+](=O)[O-])cc2)C(=O)O1 (stereo unspecified),3.5
CCCCOP(=O)(c1ccc(N(C)C)cc1)C(Nc1ccccc1)c1ccccc1 (stereo unspecified),-1.5
Cc1n[nH]c(C)c1S(=O)(=O)N1CCCC(C(=O)N2CCN(c3ccc(Cl)cc3)CC2)C1 (stereo unspecified),-2.5
O=C(O)[C@H](O)[C@@H](O)C(=O)O,0.5
CCS(=O)(=O)N1CCN(c2ccc([N+](=O)[O-])c(NCC3CCCO3)c2)CC1 (stereo unspecified),6.9
COc1ccc(/C=N/Nc2cn[nH]c(=O)c2Cl)cc1,0.5
O=C(CCc1nnc(Cc2ccc(-c3ccccc3)cc2)o1)N1CCCC1,-0.1
COc1ccc(NC(=O)C2C3CCC4C(CCC32)C4(Cl)Cl)cc1 (stereo unspecified),0.1
Cc1cccc(C)c1NC(=O)C(NS(=O)(=O)c1cccs1)c1ccccc1 (stereo unspecified),-1.5
CN1C(=O)C(=O)/C(=C(/O)c2ccc(Br)cc2)C1c1ccc(F)cc1 (stereo unspecified),0.2
COC(=O)C1=C(C)NC=C([N+](=O)[O-])C1c1ccc(OC)cc1 (stereo unspecified),2.3
CCCCn1c2nc3ccccc3nc2c2c(=O)n(-c3ccccc3)cnc21,-0.7
CCOC(=O)c1cnc(SCC(=O)N2CCC(C(N)=O)CC2)nc1N,-1.0
COc1ccc(Cc2nnc(NC(=O)CS(=O)(=O)c3ccccc3)s2)cc1OC,6.8
COc1ccc(NC(=O)NN(C(=O)c2ccccc2)C(C)(C)C)cc1,0.1
Cc1onc(-c2c(Cl)cccc2Cl)c1/C(N)=N/OC(=O)C(C)(C)C,-1.8
COCCCNC(=O)CC1C[C@H](C(=O)N2CCCCC2)[C@@]2(CCc3ccccc3)c3[nH]c4ccccc4c3CCN2C1=O (stereo partly specified),0.1
CCCC(CCC)C(=O)Oc1cc(C)[nH]c(=O)c1[N+](=O)[O-],2.3
CN(C)c1ncnc2c1ccn2C1OC(CO)C(O)C1O (stereo unspecified),-2.3
CCCCNC(=O)C1(C)CCC(=O)N1c1cc(C(C)(C)C)nn1C (stereo unspecified),0.2
O=C(NCc1ccco1)O[C@H]1CC[C@@]23CCCN2C(=O)CCC[C@H]3C1,0.6
O=C(Nc1nc2cc3c(cc2s1)OCCO3)c1ccco1,-0.3
Cc1cc(NCc2ccccn2)n2nc(C)c(-c3ccccc3)c2n1,-1.3
CCCc1cc(C(=O)N2CCC(N3CCC(C(=O)NC(C)C)CC3)CC2)n(C)n1,6.2
CNc1nc(OCCNC(=O)Nc2ccccc2)nc(N2CCOCC2)n1,2.5
O=C(COC(=O)c1cccnc1Cl)c1cccc(Cl)c1,1.9
CN(Cc1ccccc1)C(=O)[C@@H]1CCCN1C(=O)[C@@H]1CCCN1C(=O)c1c(F)cccc1F,1.2
CCOC(=O)c1ccccc1NC(=O)c1ccccc1N(C)S(C)(=O)=O,0.4
NC(=O)N1CCc2ccccc21,-1.8
Cc1ccc(SCC(=O)c2ccc[nH]2)cc1,0.6
O=S1(=O)c2ccc(N3CCC[C@H]3CO)cc2OCCCN1C1CC1,1.2
COc1cc(C(=O)OCC(=O)c2cc(C)n(CC3CCCO3)c2C)ccc1OCC(=O)N1CCOCC1 (stereo unspecified),-0.7

# These rows are one share of the data; the hit share may differ from the screen's.
